SR-BI HDL uptake: inhibitors of SR-BI mediated HDL lipid uptake, primary screen, ldlA[mSR-BI] cells, fluorescence, single point. Scavenger receptor class B member 1 (Mus musculus), Q61009. ldlA[mSR-BI] CHO cells, DiI-HDL uptake fluorescence, 3 h. inhibition, % at 12.5 µM. hit rate 0.96% among 320,000. AID 488896, 2010;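 active means mean replicate inhibition of at least 70% and a set share of replicates each scoring 70 or more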;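 further: 0% = median of neutral control wells and 100% = median of positive control wells; values of inactives mirror those of a sister screen read the other way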
V-ATPase pHluor: regulators of yeast V-ATPase proton pumping, primary screen, pHLuorin cytosolic pH fluorescence; S. cerevisiae; response, % at 10 µM; hit rate 0.37% among 350,000; AID 504577, 2011; in the data active means response mostly above about 7.3%, no sharp cut-off; inactive means mostly below about 5.4%; further: actives read high; inactives centre near 0; some compounds called inactive have numbers as strong as hits; reference of the scale not given here
HTR5A ag ctr: HTR5A agonists in luminescence cell assay, primary screen, counter-screen for OPRM1-OPRD1 heterodimer agonist project, full-deck HTS | cell-based | activation, % at 9.3 µM | AID 504692, 2011 | 5-hydroxytryptamine receptor 5A (Homo sapiens), P47898 | hit rate 0.61% among 340,000; in the data active means activation mostly above about 9.5%, no sharp cut-off; inactive means mostly below about 7.6%;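 further: 0% = cells with vehicle only and 100% = reference agonist; strong numbers were not always called active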
HTR5A inv ag: HTR5A inverse agonists in luminescence cell assay, primary screen, counter-screen for OPRM1-OPRD1 heterodimer inverse agonist project, full-deck HTS. 5-hydroxytryptamine receptor 5A (Homo sapiens), P47898. hit rate 0.083% among 340,000. HTR5A cell line, inverse agonism. inhibition, % at 9.3 µM. AID 504634, 2011; in the data active means inhibition mostly above about 23%, no sharp cut-off; inactive means mostly below about 18%;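 further: 0% = cells with DMSO and 100% = no-cell wells with DMSO; some compounds called inactive have numbers as strong as hits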
dFosB activator: activators of delta FosB homodimer, primary screen, biochemical, fluorescence polarization, TAMRA-CDK5 oligo, single point; Protein FosB (Mus musculus), P13346; purified delta FosB; percent of positive-control signal above neutral wells; activation, % at 25 µM; hit rate 0.99% among 340,000;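 active means mean activation above about 17%, with every replicate also reaching it, limit read from the data, passing the limit was not always enough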;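 further: fluorescence polarization rise as delta FosB binds a TAMRA Cdk5 AP-1 oligo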
NSD2 inh: NSD2 histone methyltransferase inhibitors, primary screen, biochemical, AlphaScreen, single concentration, set 2; Histone-lysine N-methyltransferase NSD2 (Homo sapiens), O96028; NSD2 peptide methylation, 120 min; AID 743445, 2014; inhibition, % at 12.5 µM; hit rate 0.54% among 310,000; in the data active means inhibition above about 50%
PvdQ acylase: P. aeruginosa PvdQ acylase inhibitors, primary screen, biochemical, fluorescence, plate reader and imaging, single point; PvdQ acylase [Pseudomonas aeruginosa LESB58]; hit rate 0.063% among 340,000; purified PvdQ acylase; inhibition, % at 10 µM; in the data active means inhibition above about 30%, passing the limit was not always enough;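 further: 0% = vehicle neutral wells and 100% = reference inhibitor wells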
Wnt bcat act: Wnt/beta-catenin pathway activators, primary screen, cell-based, plate reader, single point. Wnt/beta-catenin reporter cell assay, activator. activation, % at 9.35 µM. hit rate 1.2% among 300,000. AID 743398, 2014; in the data active means activation above about 30%, passing the limit was not always enough;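 further: 0% = neutral control wells and 100% = positive control wells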
CDK5 inh: inhibitors of human CDK5/p35 kinase, primary screen, biochemical, single concentration; inhibition, % at 10 µM; Cyclin-dependent kinase 5 (Homo sapiens) + Cyclin-dependent kinase 5 activator 1 (Homo …; hit rate 0.01% among 330,000; AID 488839, 2010; Recombinant CDK5/p35, ADP-Glo luminescence, 60 min;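 active means highest replicate inhibition of at least 50% and at least 75% of replicates reaching 50%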;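 further: plate controls were DMSO neutral control for no effect and GW8510 at 10 µM for full effect; many of its hits are not listed in these tables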
MITF TRPM1 HTS: activators of MITF-driven TRPM1 promoter reporter, primary screen, cell-based, SK-MEL-5, luciferase, single point. SK-MEL-5 TRPM1-promoter luciferase, 24 h; % of positive control, neutral wells = 0. hit rate 0.75% among 300,000. AID 588334, 2011. activation, % at 12.5 µM;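 active means mean activation of at least 80% with every replicate also reaching 80%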;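 further: 0% = neutral control wells and 100% = parthenolide positive control wells; values of inactives mirror those of a sister screen read the other way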
Numbers without * were called inactive; / = no result given; & = joins results of further samples.

[1] C=CC[C@H](CC(=O)N[C@H](CO)Cc1ccccc1)C(=O)N[C@@H](COC(=O)[C@@H](CC=C)Cc1ccc(F)cc1)Cc1c[nH]c2ccccc12
[2] CN(C)CCNC(C(=O)Nc1cccc(C(F)(F)F)c1)c1ccccc1 (stereo not drawn)
[3] Cc1ccsc1C(=O)OCc1nc2ccccc2c(=O)[nH]1
[4] O=C(Nc1nccs1)c1ccc2nccnc2c1
[5] Cc1cccc(N2CC(C(=O)Nc3ccc(S(=O)(=O)N4CCCCC4)cc3)CC2=O)c1C (stereo not drawn)
[6] O=c1cc(-c2ccccc2)c2c([nH]1)CCCC2
Assay by compound	1	2	3	4	5	6
SR-BI HDL uptake	13	-3	-12	/	/	-21
V-ATPase pHluor	-1	-1	2	0	1	0
HTR5A ag ctr	4	4	-1	5	3	3
HTR5A inv ag	-25	-19	-16	-15	-9	-20
dFosB activator	-19	-3	-5	0	-22	-2
NSD2 inh	/	2	0	125*	/	2
PvdQ acylase	-13	7	-24	-7	-8	-9
Wnt bcat act	1	-1	7	23	-3	/
CDK5 inh	-0.4	0.5	-0.4	1.1	-0.1	-4.2
MITF TRPM1 HTS	-16	5	26	/	/	-12

[7] O=C(Nc1nnc(Cc2ccc(Cl)cc2)s1)c1cccnc1
[8] CC(=O)N1c2ccc(S(=O)(=O)N3CCCC(C(=O)N4CCCC(C)C4)C3)cc2CC1C (stereo not drawn)
[9] O=C(c1ccco1)N1CCN(Cc2ccc(F)cc2)CC1
[10] CCCN(CC(=O)Nc1ccccc1C)C(=O)Cc1c[nH]c2ccccc12
[11] C#CCOCCOCCOCCNc1nc(N2CCN(C(=O)Cn3cc(CCCN=C(N)N)nn3)CC2)nc(N2CCN(C(=O)[C@H](C(C)C)n3cc(CCO)nn3)CC2)n1
[12] COC(=O)c1ccccc1NC(=S)NC(NC(=O)c1ccccc1[N+](=O)[O-])C(Cl)(Cl)Cl (stereo not drawn)
Assay by compound	7	8	9	10	11	12
SR-BI HDL uptake	0	-9	-39	34	-10	-15
V-ATPase pHluor	3	-5	0	-1	-5	-5
HTR5A ag ctr	-1	3	8	-1	2	4
HTR5A inv ag	-18	-42	-31	0	-6	22
dFosB activator	-12	-3	1	-4	-5	-5
NSD2 inh	0	-1	-1	0	/	-1
PvdQ acylase	-9	8	-13	-7	-9	8
Wnt bcat act	-3	-1	0	0	-1	/
CDK5 inh	1.3	0.9	-0.2	0.2	-0.2	3.2
MITF TRPM1 HTS	-1	-18	-5	-11	2	0

[13] CCC1=Nc2cc(C(=O)O)ccc2Sc2ccccc21
[14] O=c1oc2ccccc2c2c1SC(C(F)(F)F)C2 (stereo not drawn)
[15] O=C(Nc1ccc2nc3n(c(=O)c2c1)CCCC3)c1ccccc1[N+](=O)[O-]
[16] CCOC(=O)c1c(NC(=O)c2ccc(S(=O)(=O)N(C)CC3CCCO3)cc2)sc2c1CCN(C)C2 (stereo not drawn)
[17] C/C(CC(=O)Nc1ccc2c(c1)OCO2)=N\NC(=O)OC(C)(C)C
[18] COC(=O)c1c(C(=O)OC)n(CCCN)c2ccc(C)cc12
Assay by compound	13	14	15	16	17	18
SR-BI HDL uptake	/	5	11	23	-9	4
V-ATPase pHluor	2	2	-4	-2	5	0
HTR5A ag ctr	6	-2	-7	-2	-3	-5
HTR5A inv ag	-18	-5	18	11	9	11
dFosB activator	-8	-3	6	-25	-1	-10
NSD2 inh	/	/	-6	1	0	/
PvdQ acylase	1	12	5	-10	-1	-3
Wnt bcat act	-2	-3	-2	2	2	/
CDK5 inh	-0.4	0.8	0.9	0.4	-0.6	2.4
MITF TRPM1 HTS	3	2	-6	-7	11	2

[19] O=C(CCNC(=O)c1ccccc1Cl)Nc1nc2ccccc2[nH]1
[20] CCOC(=O)c1c(C)n(S(=O)(=O)c2ccc(C)cc2)c2ccc(O)c(C(=O)O)c12
[21] CC1CCN(C(=O)CSc2ccc(-c3ccccc3)nn2)CC1
[22] Cc1ccc(CC(=O)CCc2ccccc2)cc1
[23] O=C(CCCN1C(=O)[C@H]2CC=CC[C@H]2C1=O)NCc1nc(-c2ccccc2)no1
[24] C=CCN1C(c2cccc(C(F)(F)F)c2)=CS/C1=C(/C#N)c1nnc(N2CCOCC2)n1-c1ccccc1
Assay by compound	19	20	21	22	23	24
SR-BI HDL uptake	-7	0	-12	3	18	1
V-ATPase pHluor	4	5	3	-5	-2	1
HTR5A ag ctr	-1	1	-2	-4	2	3
HTR5A inv ag	4	-1	6	-1	-8	15
dFosB activator	1	-1	-9	-3	-7	-13
NSD2 inh	-7	2	/	/	2	3
PvdQ acylase	-2	-3	-4	-4	-25	-8
Wnt bcat act	3	0	1	12	-1	/
CDK5 inh	-0.6	-0.9	0.5	0.5	-2.1	-0.8
MITF TRPM1 HTS	2	2	-2	55	-5	-3

[25] CCN(CC)c1ncnc2c1sc1nc(C)cc(C)c12
[26] COc1ccc(C(=O)Nc2ccc(S(=O)(=O)N3CCN(C)CC3)cc2)cc1
[27] O=C(NCc1ccco1)c1ccc(C(F)(F)F)cc1
[28] Cn1c(=O)c2[nH]c(CCCCCCCc3nc4ccccc4[nH]3)nc2n(C)c1=O
[29] COc1cccc(CNC(=O)C2CC(=O)N(C3CCCCCCC3)C2)c1 (stereo not drawn)
[30] Cc1cccc(C)c1OCCOCCN1CCN(C)CC1
Assay by compound	25	26	27	28	29	30
SR-BI HDL uptake	43	17	-18	11	-13	-8&54
V-ATPase pHluor	3	2	-2	-3	2	-4&-1
HTR5A ag ctr	0	12	/	1	-2	3&1
HTR5A inv ag	1	-12	/	-3	7	-11&5
dFosB activator	-66	-8	-8	-10	-8	5&-6
NSD2 inh	-15	2	0	-6	-5	1&8
PvdQ acylase	-15	6	-10	-2	-5	0&-14
Wnt bcat act	-3	-1	/	-5	-2	0
CDK5 inh	-0.7	0.8	2.2	-0.2	0.9	-0.2&0.3
MITF TRPM1 HTS	/	9	4	-24	-1	-12

[31] CC(C)OC(=O)CC(=O)CSc1nc2c(cc1C#N)CCCC2
[32] Cn1c(=O)c2c(nc(SCC(=O)NCc3ccco3)n2C)n(C)c1=O
[33] CCN(c1ccccc1)c1cc(C)nc2nc(C)nn12
[34] N#C/C(=C\c1ccc[nH]1)C(=O)c1ccccc1
[35] CCOc1ccc(C(NC(C)=O)c2ccc(OC)c(OC)c2)cc1 (stereo not drawn)
[36] CCN(CC)C(=O)C1CCCN(C(=O)Nc2ccccc2)C1 (stereo not drawn)
Assay by compound	31	32	33	34	35	36
SR-BI HDL uptake	11	-30	-9	-15	-4	-14
V-ATPase pHluor	0	-3	1	1	0	-5
HTR5A ag ctr	-4	-4	3	-1	6	3
HTR5A inv ag	-19	-2	-9	4	-17	1
dFosB activator	-2	-6	-4	2	-3	4
NSD2 inh	-5	-2	/	2	3	-8
PvdQ acylase	4	-21	5	-6	-7	1
Wnt bcat act	29	-5	0	3	-3	/
CDK5 inh	-2.1	-0.8	1.8	1.3	-1.4	2.2
MITF TRPM1 HTS	9	-1	/	19	-4	3

[37] CCOc1ccc(-n2c(COc3ccc(C)cc3)nnc2SCC(N)=O)cc1
[38] COc1ccc(-c2csc(-c3cc4ccccc4oc3=N)n2)cc1
[39] COc1ccc(C(=O)/C=C/Nc2cccc(C)n2)cc1OC
[40] O=C(COC(=O)C1CC1)Nc1ccc(S(=O)(=O)N2CCOCC2)cc1
[41] Cc1ccc(NC(=O)COc2ccc(Br)cc2CO)cc1
[42] COc1ccc(S(=O)(=O)Nc2ccc(C)cc2)cc1N(C)S(=O)(=O)c1ccc(Cl)cc1
Assay by compound	37	38	39	40	41	42
SR-BI HDL uptake	-17	-28	41	-11	-6	-14
V-ATPase pHluor	1	-3	15	0	0	4
HTR5A ag ctr	-3	0	-4	-1	4	2
HTR5A inv ag	7	0	-25	3	-10	-10
dFosB activator	-13	-2	-11	-4	-7	-6
NSD2 inh	/	28	1	-2	-6	5
PvdQ acylase	4	-1	-7	-3	-9	-7
Wnt bcat act	71*	-6	/	-10	/	/
CDK5 inh	0.1	0.3	0.3	-7.3	1.0	0.0
MITF TRPM1 HTS	/	0	93*	8	65	-7

[43] CCN1C(=O)[C@H]2[C@H]3CN=C(SCc4ccccc4)N3[C@@](Cc3ccccc3)(C(=O)OC)[C@H]2C1=O
[44] Cc1cc(C)c2c(n1)sc1c(N3CCN(C)CC3)ncnc12
[45] Cc1ccc(NC(=O)CNC2CCS(=O)(=O)C2)cc1C (stereo not drawn)
[46] Cc1ccc(CN2CCN(Cc3cn(C)nc3-c3ccccc3)CC2CCO)o1 (stereo not drawn)
[47] CN(CC(=O)Nc1ccc(F)cc1)CC(=O)Nc1ccc(Cl)c(S(=O)(=O)N2CCOCC2)c1
[48] Cn1c(CO)cnc1SCc1ccc(Cl)cc1
Assay by compound	43	44	45	46	47	48
SR-BI HDL uptake	-9	-5	-8	/	18	-9
V-ATPase pHluor	-3	4	-7	-1	0	-4
HTR5A ag ctr	-3	4	-2	-1	5	2
HTR5A inv ag	11	7	5	4	10	-4
dFosB activator	-5	-44	-6	-1	-10	-2
NSD2 inh	/	7	-2	/	-3	1
PvdQ acylase	15	-2	-16	-1	-8	-11
Wnt bcat act	-3	2	-1	2	-2	/
CDK5 inh	7.1	0.6	0.1	1.2	-2.2	-1.5
MITF TRPM1 HTS	-2	/	9	-5	6	21

[49] CCCCCc1ccc(-c2cn(CCCOCc3ccccc3)nn2)cc1
[50] CS(=O)(=O)N(CC(=O)Nc1c(F)cccc1F)c1ccc(C23CC4CC(CC(C4)C2)C3)cc1
[51] CCN(CC)CCN(Cc1cc2cc3c(cc2[nH]c1=O)OCCO3)C(=S)NCC1CCCO1 (stereo not drawn)
[52] CCN1CCN(C(=O)c2cc3cc([N+](=O)[O-])ccc3oc2=O)CC1
[53] O=c1c2ccccc2oc2ccc(-c3ccc4[nH]ccc4c3)cc12
[54] CC1Cc2ccccc2N1S(=O)(=O)c1cccc(C(=O)OCC(=O)NCc2ccco2)c1 (stereo not drawn)
Assay by compound	49	50	51	52	53	54
SR-BI HDL uptake	7	-3	-3	/	11	/
V-ATPase pHluor	-5	2	3	-3	1	4
HTR5A ag ctr	-1	10	0	-1	4	0
HTR5A inv ag	-26	-20	1	2	-13	11
dFosB activator	0	54*	-9	-6	-8	-9
NSD2 inh	/	-4	9	6	/	-3
PvdQ acylase	-9	1	-10	-9	-9	-2
Wnt bcat act	0	/	-6	1	-3	0
CDK5 inh	-4.3	-2.9	0.5	0.0	-0.3	-0.1
MITF TRPM1 HTS	-5	-6	-14	3	113*	7

Screens: PubChem, several laboratories
